MEP2 TOR yeast: modulators of TOR pathway MEP2-GFP in S. cerevisiae | S. cerevisiae MEP2-GFP strain, flow cytometry GFP, 3 h; 100% = DMSO control level | GFP response vs DMSO, % at 10 µM | actives 0.51% (n = 330,000) | AID 2016;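 active means GFP response versus DMSO above a set limit, roughly screen mean plus 3 SD, cut at about 180% in these data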;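 further: median GFP fluorescence of the barcode-gated MEP2-GFP cells per well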
procasp3 activ: activators of human procaspase-3 | activation, % at 8.5 µM | AID 463141 | recombinant procaspase-3 D3A, Ac-DEVD-pNA absorbance 405 nm | P42574 | actives 0.11% (n = 330,000);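 active means activation above the mean of all tested compounds plus 3 SD, cut at about 21% in these data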;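 further: 0% = DMSO alone and 100% = DMSO wells spiked with extra 5 µM PC-3 D3A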
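Compound: 8.5 µM single point, 0.8% DMSO / Material: Autoprocessing-dead procaspase-3 D3A mutant enzyme / Timing: 1 h preincubation plus 2 h reaction at 25 °C / Medium: Zinc-free HEPES/NaCl buffer with 0.01% Triton X-100 at pH 7.4 / Technique: 405 nm absorbance of p-nitroaniline, reads at 0 and 120 min / Repeats: one well per compound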
Yeast superoxide: yeast age-related superoxide inhibition as caloric restriction mimetic; S. cerevisiae aged cells, superoxide DHE fluorescence; stronger effect = lower value; superoxide response (% of plate mean), % at 10 µM; actives 0.18% (n = 330,000); AID 2690;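 active means superoxide response under a set limit, about three screen SD below normal, cut at about 65% in these data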;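 further: yeast aged for seven days with compound at 30 °C before DHE staining; 100% = average MFI of all compound-treated wells on the plate with controls excluded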
AHR act: human AHR activation; P35869; AHR-responsive luciferase reporter cells, luminescence; activation, % at 5 µM; actives 2.5% (n = 320,000); in the data active means activation above about 47%;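 further: 0% = vehicle wells and 100% = reference agonist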
Target sequence (P35869 whole entry, looked up): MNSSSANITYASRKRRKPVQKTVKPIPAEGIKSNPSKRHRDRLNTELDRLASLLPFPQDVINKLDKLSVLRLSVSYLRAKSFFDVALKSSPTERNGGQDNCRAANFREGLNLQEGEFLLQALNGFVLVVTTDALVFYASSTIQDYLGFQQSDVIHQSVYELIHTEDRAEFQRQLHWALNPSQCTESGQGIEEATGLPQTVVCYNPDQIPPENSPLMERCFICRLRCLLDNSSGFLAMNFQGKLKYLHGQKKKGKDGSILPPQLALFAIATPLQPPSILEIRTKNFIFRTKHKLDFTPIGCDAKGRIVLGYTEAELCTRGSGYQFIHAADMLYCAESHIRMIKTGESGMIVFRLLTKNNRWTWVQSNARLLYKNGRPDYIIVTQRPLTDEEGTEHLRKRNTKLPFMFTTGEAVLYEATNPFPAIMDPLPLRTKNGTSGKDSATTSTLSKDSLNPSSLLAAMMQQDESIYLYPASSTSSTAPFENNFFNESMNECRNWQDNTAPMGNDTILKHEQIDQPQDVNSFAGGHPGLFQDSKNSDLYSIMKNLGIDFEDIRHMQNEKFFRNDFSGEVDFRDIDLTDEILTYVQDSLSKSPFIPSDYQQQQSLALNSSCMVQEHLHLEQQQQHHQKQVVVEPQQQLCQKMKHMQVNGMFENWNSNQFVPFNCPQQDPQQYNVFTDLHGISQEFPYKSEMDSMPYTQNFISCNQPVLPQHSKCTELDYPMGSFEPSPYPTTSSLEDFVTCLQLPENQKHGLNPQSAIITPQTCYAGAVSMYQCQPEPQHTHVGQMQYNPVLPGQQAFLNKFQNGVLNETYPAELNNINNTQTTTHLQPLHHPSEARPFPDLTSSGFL
procasp7 counter: activates human procaspase-7, counter-screen for procaspase-3 activators | activation, % at 8.5 µM | recombinant procaspase-7, Ac-DEVD-pNA absorbance 405 nm; D23A/D198A/D206A triple mutant, cannot self-cleave; scale: DMSO 0, 5 µM enzyme 100 | actives 0.093% (n = 330,000) | P55210;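 active means percent activation above the screen-wide mean plus 3 SD, cut at about 25% in these data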
Target sequence (P55210 whole entry D23A/D198A/D206A): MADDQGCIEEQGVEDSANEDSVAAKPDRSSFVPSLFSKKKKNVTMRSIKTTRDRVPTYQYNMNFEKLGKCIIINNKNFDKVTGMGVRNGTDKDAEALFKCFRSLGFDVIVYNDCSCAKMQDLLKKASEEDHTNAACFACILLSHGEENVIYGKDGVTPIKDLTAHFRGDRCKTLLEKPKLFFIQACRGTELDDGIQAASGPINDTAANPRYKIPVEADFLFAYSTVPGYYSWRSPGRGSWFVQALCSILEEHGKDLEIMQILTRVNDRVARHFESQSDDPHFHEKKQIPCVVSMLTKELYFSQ
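Assay system – Uncleavable procaspase-7 mutant enzyme · Quantity – 2 µM procaspase-7 mutant as dispensed · Times – 1 h preincubation, 2 h reaction · Dosing – single nominal 8.5 µM compound dose, 0.8% DMSO final · Buffer or medium – Zinc-free 50 mM HEPES buffer, pH 7.4, with NaCl and Triton X-100 · Detection – Epi-absorbance of released pNA at 405 nm, two timepoints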
RPL19A TOR yeast: yeast TOR pathway RPL19A-GFP modulation; S. cerevisiae RPL19A-GFP strain, flow cytometry, 3 h; stronger effect = lower value; percent response vs DMSO, % at 10 µM; actives 0.3% (n = 330,000); AID 2025;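 active means percent response vs DMSO below 50%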;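 further: median channel GFP fluorescence of the barcoded RPL19A-GFP strain; ratio of sample median GFP to plate DMSO average so 100% = DMSO; lower means less RPL19A-GFP as with rapamycin TOR inhibition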
JMJD2C inh: blocks human GASC-1 demethylase activity | AID 2099 | inhibition, % at 2.35 µM | GST-JMJD2C(1-420) H3K9me3 demethylation, DELFIA europium | Q9H3R0 | actives 0.069% (n = 330,000);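 active means more than half of a compound's replicate wells show inhibition beyond 50%, single wells judged on their own value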;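 further: signal counts dimethyl H3K9 product captured on neutravidin plate; 0% = median of DMSO wells and 100% = 0.3 times that DMSO median; strong numbers were not always called active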
LAP4 TOR yeast: modulators of TOR pathway LAP4-GFP in S. cerevisiae. S. cerevisiae LAP4-GFP multiplex, flow cytometry GFP, 3 h; median GFP as percent of DMSO wells. GFP response vs DMSO, % at 10 µM. actives 0.34% (n = 320,000). AID 2023;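 active means GFP response vs DMSO above a set limit, about the screen mean plus 3 SD, cut at about 150% in these data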
* = called active by the depositor; i = inactive; / = no result given.

SMILES	MEP2 TOR yeast	procasp3 activ	Yeast superoxide	AHR act	procasp7 counter	RPL19A TOR yeast	JMJD2C inh	LAP4 TOR yeast
Cc1ccc(NC(=O)CCNC(=O)c2ccccc2Cl)nc1	109	/	93	/	/	117	8	91
COCc1ccc(C(=O)N(C)CC2CCCN(CCc3ccc(Cl)cc3)C2)o1 (centres undefined)	111	7	108	-1	2	105	7	96
CC(=O)Nc1ccc(NC(=O)C(C)OC(=O)c2c(C)nn(-c3ccccc3)c2Cl)cc1 (centres undefined)	100	3	113	0	-3	101	5	116
Cc1cc(NC(=S)NC(=O)c2ccco2)c2ccccc2n1	92	-5	102	11	-20	89	-1	72
O=C(OC1CCOC1=O)c1ccc(Cl)c(S(=O)(=O)N2CCCCC2)c1 (centres undefined)	95	-3	94	-2	2	97	-3	95
O=C(NC1CCCC1)c1cccc(S(=O)(=O)N2CCCCC2)c1	96	2	96	6	-13	95	20	98
O=C(O)c1cc(S(=O)(=O)NCc2ccco2)c(Cl)cc1Cl	96	4	97	-1	-5	89	-4	89
Cc1cccc2nc(CSCc3ccco3)cn12	103	-15	81	7	-7	100	-17	105
CCOC(=O)C(/C=C(\C#N)C(=O)OCC)=C(/N)N1CCN(c2ccc(OC)cc2)CC1	107	3	104	2	1	104	-3	106
CC(=O)c1ccc(NC(=O)CSc2ccc(-c3ccc(-n4cccn4)cc3)nn2)cc1	105	-3	86	1	-6	100	3	106
C=CCOC(=O)C1=C(C)N=C2SCCC(=O)N2C1/C=C/c1ccccc1 (centres undefined)	107	8	101	4	-7	107	-4	85
O=C(Cn1nc(-c2ccccc2)c2ccccc2c1=O)Nc1ccc(F)cc1	95	5	91	-1	7	93	1	118
CCc1ccc(CCC(=O)Nc2sc(C)c(C)c2C(=O)OC)o1	105	-1	101	4	-2	100	7	96
O=C(O)CC1NCCc2ccccc21 (centres undefined)	112	-8	100	4	-3	104	9	91
COc1c2occc2c(OC)c2c(=O)cc(C(F)(F)C(F)(F)F)oc12	104	-5	93	41	-4	99	7	104
Cc1ccsc1C(=O)OCC(=O)NCCC1=CCCCC1	105	10	110	-3	-1	104	8	106
Cn1nc(-c2ccc(C(=O)N3CCN(CCO)CC3)cc2)c2ccccc2c1=O	107	7	93	-3	-2	106	-4	108
O=C(NC1CCCCC1)C(c1ccc(O)c(O)c1)N(C(=O)Cn1nnc2ccccc21)c1cccc(O)c1 (centres undefined)	98	3	98	0	8	94	-13	99
CNc1nc2c(C)cccn2c(=O)c1C=Nc1ccc(OC)cc1	99	2	120	0	-6	98	-5	105
CCCc1nc(SCC(=O)N2CCN(c3ccccc3)CC2)c2c(=O)n(C)c(=O)n(C)c2n1	98	-5	90	-2	4	100	-1	103
Cc1sc2nc3ccc(N4CCCC4)nn3c(=O)c2c1C	97	7	95	1	6	102	-12	118
O=C1CCC(=O)N(O)CCCCCNC(=O)CCC(=O)N(O)CCCCNC(=O)CCC(=O)N(O)CCCCCN1	104	8	115	0	-2	95	i	98
O=C(NCc1cccnc1)C1CC(c2ccc(F)cc2)=NO1 (centres undefined)	106	-2	102	-2	4	100	-5	110
COc1cc(C2CC(=O)c3c(ccc4ccccc34)N2)ccc1O (centres undefined)	108	10	103	14	6	97	5	102
COC(=O)Cc1c(C)c2ccc(OCC(=O)N3CCCC(C)C3)c(C)c2oc1=O (centres undefined)	102	7	107	0	-7	106	4	90

Next section:
SMILES	MEP2 TOR yeast	procasp3 activ	Yeast superoxide	AHR act	procasp7 counter	RPL19A TOR yeast	JMJD2C inh	LAP4 TOR yeast
CCOC(=O)c1c(C)nc2c(c1-c1ccc(Cl)cc1)C(=O)CC(C)(C)C2	120	9	106	-2	-8	110	-3	102
O=C(CCN1CCCCC1)Nc1ccccc1	105	1	98	0	6	93	-17	104
CCn1cc(C(=O)NCC(C)C)c(=O)c2cc(F)c(N3CCN(C)CC3)cc21	101	6	105	0	5	99	9	101
O=C(CNC(=O)c1ccccc1)OCc1cc(=O)n2cc(Br)ccc2n1	100	6	104	1	0	103	-12	88
CC[C@H]1OC(=O)[C@H](C)[C@@H](O[C@H]2C[C@@](C)(OC)[C@@H](O)[C@H](C)O2)[C@H](C)[C@@H](O[C@@H]2O[C@H](C)C[C@H](N(C)C)[C@H]2O)[C@](C)(O)C[C@@H](C)C(=O)[C@H](C)[C@@H](O)[C@]1(C)O	105	-1	87	1	-2	116	2	126
COc1ccccc1NS(=O)(=O)c1cc(C(=O)NCC(C)(C)N2CCOCC2)ccc1C	110	-4	101	3	10	105	-1	103
O=C(Cn1cc(SCc2cccc(Cl)c2)c2ccccc21)N1CCOCC1	92	-4	98	14	2	96	-5	99
CC(C)OC(=O)c1c(NC(=O)Cn2cnc([N+](=O)[O-])n2)sc2c1CCCC2	96	5	95	1	4	98	-8	104
CCN(CCO)Cc1cc(=O)oc2c(C)c(C)ccc12	107	2	98	1	11	104	1	102
COc1ccc(-n2c(=O)c3ccccc3n(CC(=O)Nc3cc(C)on3)c2=O)cc1OC	102	-2	98	0	-12	98	1	106
O=C(Nc1ccc(S(=O)(=O)N2CCc3ccccc3C2)cc1)C1CCCO1 (centres undefined)	104	-8	89	3	7	97	3	107
CCCN(CCC)CCNC(=O)c1cc2c(C)nc3ccccc3c2o1	101	-1	104	26	-1	97	47	102
COc1ccccc1N1CCN(C(=O)c2cc3sccc3n2C)CC1	87	-4	83	17	0	89	-4	90
Nc1nc(SCC(=O)c2cc(F)ccc2F)n[nH]1	95	5	133	4	-10	105	-1	94
O=C(CNC(=S)N(Cc1ccccc1)Cc1ccccc1F)NCc1ccccc1	98	-1	81	6	0	98	11	105
CCOC(=O)/C(=N\Nc1cc(Cl)ccc1Cl)N1CCN(CC)CC1	106	-4	96	11	-2	105	0	96
COc1ccc(CNC(=S)Nc2ccc(F)c(Cl)c2)cc1OC	114	1	105	5	-5	114	/	122
Cc1ccc(N=Nc2ccc(O)c(/C=N\NC(=O)c3ccc(N)cc3)c2)cc1C	99	13	71	4	3	98	9	87
Cc1ccc2nc(-c3ccccn3)c(Nc3ccccc3C)n2c1	92	-5	112	2	-5	96	-14	118
O=C(c1ccccc1Oc1nnnn1-c1ccccc1)N1CCOCC1	105	12	99	0	-5	98	2	95
COc1ccc(C(=O)Nc2cccc(/C=C(\CCC(=O)O)c3nc4ccccc4s3)c2)cc1	95	9	134	20	13	98	2	100
N#CCCN(C(=O)COC(=O)c1cc(=O)c2ccccc2o1)c1ccccc1	108	7	102	2	-2	112	-2	103
O=C(NCc1ccccn1)C(=O)C1C(=O)Nc2ccccc21 (centres undefined)	84	1	77	15	2	95	11	82
CC1CN(CCOc2ccc([N+](=O)[O-])cc2)CC(C)O1 (centres undefined)	106	-2	93	-1	18	107	15	99
N=c1c2c3c(sc2ncn1Cc1ccccc1)CCCC3	94	3	95	7	-3	101	-2	91

Some of these compounds in order of number of heavy atoms, rising:
SMILES	MEP2 TOR yeast	procasp3 activ	Yeast superoxide	AHR act	procasp7 counter	RPL19A TOR yeast	JMJD2C inh	LAP4 TOR yeast
Cc1ccsc1C(=O)OCC(=O)NCCC1=CCCCC1	105	10	110	-3	-1	104	8	106
Cc1cc(NC(=S)NC(=O)c2ccco2)c2ccccc2n1	92	-5	102	11	-20	89	-1	72
CCCN(CCC)CCNC(=O)c1cc2c(C)nc3ccccc3c2o1	101	-1	104	26	-1	97	47	102
COCc1ccc(C(=O)N(C)CC2CCCN(CCc3ccc(Cl)cc3)C2)o1 (centres undefined)	111	7	108	-1	2	105	7	96
CC[C@H]1OC(=O)[C@H](C)[C@@H](O[C@H]2C[C@@](C)(OC)[C@@H](O)[C@H](C)O2)[C@H](C)[C@@H](O[C@@H]2O[C@H](C)C[C@H](N(C)C)[C@H]2O)[C@](C)(O)C[C@@H](C)C(=O)[C@H](C)[C@@H](O)[C@]1(C)O	105	-1	87	1	-2	116	2	126

Further compounds.
SMILES	MEP2 TOR yeast	procasp3 activ	Yeast superoxide	AHR act	procasp7 counter	RPL19A TOR yeast	JMJD2C inh	LAP4 TOR yeast
O=C1NC(=S)S/C1=C\c1coc2ccc(O)cc2c1=O	96	-16	100	3	-12	97	-4	98
CC(Sc1nc2ccccc2s1)C(=O)N1CCOCC1 (centres undefined)	96	-1	93	24	-3	97	1	95
CCC(C)Sc1nc2c(c(=O)n1C)SC(C)C2 (centres undefined)	104	-16	129	-1	4	102	3	87
CN(C)S(=O)(=O)c1cccc(NC(=O)Cn2cnc3ccccc3c2=O)c1	94	6	85	-1	-2	96	-6	98
COC(=O)COc1cccc(/C=N/NC(=O)CCSc2ccccc2)c1	100	-3	104	0	6	98	-1	101
O=C(O)CNC(=O)CCn1nnc2ccccc2c1=O	96	6	104	2	3	98	-4	100
CCOc1ccc(C2=NNC(c3cccs3)=Nc3ccc(OC)cc32)cc1OCC	93	1	93	23	-14	94	7	98
CC(=O)Nc1nnc(SCC(=O)Nc2nc(C)cs2)s1	101	4	96	1	0	104	-7	102
O=C(NCc1ccccc1Cl)c1cnccn1	105	-4	84	8	5	104	0	102
Cc1nc(-c2ccc(S(=O)(=O)N3CCN(CCc4ccccc4)CC3)s2)cs1	99	-5	101	-3	-4	97	10	106
O=C(NNc1nc2c(F)cccc2s1)c1cc(=O)c2ccccc2o1	100	-6	99	80*	-13	101	1	110
COC(=O)C1=C(O)/C(=C\c2sccc2C)N=C1C	101	6	109	4	-11	99	6	99
CC(CNC(=O)c1ccc(Br)o1)NC(=O)c1ccc(Br)o1 (centres undefined)	107	-6	110	24	-2	106	9	103
O=C(NNC(=O)c1ccccc1OCc1ccccc1)c1ccccc1O	115	/	118	/	/	135	19	112
Cc1ccc(-c2nc(N/N=C/c3ccccc3[N+](=O)[O-])c3ccccc3n2)cc1	97	-2	88	10	2	96	16	101
Cn1c(-c2ccccc2)cccc1=O	98	7	95	6	14	/	-3	93
CCOC(=O)Cc1cc(=O)c2c(=O)n(-c3ccccc3)[nH]c2[nH]1	98	-3	97	-3	0	97	-2	101
Cc1ccnc2nc(C(=O)OCC(=O)Nc3ccccc3C(C)(C)C)nn12	115	0	99	-2	13	99	-16	105
Cn1nccc1C(=O)Nc1cc(Cl)ccc1Cl	101	-3	81	-3	2	103	8	110
COc1ccc(NC(=O)C(=O)NCCN2CCN(C(=O)c3cccc(Br)c3)CC2)cc1	116	-1	103	3	4	119	12	122
COc1ccc(CCNC(=O)C2CCCN(C(=O)N(C)C)C2)c(OC)c1 (centres undefined)	104	-1	93	-1	11	98	-4	97
O=C(NCCO)c1ccc(CSc2nc3ccccc3[nH]2)cc1	105	4	84	2	11	88	-2	110
Nc1c(-c2ccc(Cl)cc2)cnn1-c1cc(C(F)(F)F)cc(C(F)(F)F)c1	93	-1	121	1	1	96	1	101
CS(=O)(=O)N1CCN(C(=O)c2cc(-c3cccs3)nc3ccccc23)CC1	98	2	88	10	3	99	2	96
Cc1[nH]c(C)c(S(=O)(=O)NCc2ccc(Cl)cc2)c1C(=O)N1CCCC1	95	10	88	1	5	97	-4	89
CN(C(=O)Cn1cc(C#N)c2ccccc21)c1ccccc1	99	-3	91	12	-4	101	-11	99
COc1ccc(OC)c(NC(=O)COc2ccc(S(=O)(=O)NC(C)C)cc2)c1	101	3	107	0	-1	97	3	95
CCSc1nnc(NC(=O)NC(CC)(C(F)(F)F)C(F)(F)F)s1	106	-11	126	4	12	101	1	94
COC(=O)c1ccccc1NC(=O)CN(c1ccc(C)cc1)S(C)(=O)=O	102	1	104	-1	-3	99	11	90

Screening results as filed in PubChem BioAssay.
